Source: PubChem
MPTP inh – permeability transition pore inhibition; 360,000 compounds, 1.4% hits; isolated mouse mitochondria, Ca2+ swelling absorbance, 30 min; inhibition, % at 10 µM;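 active means inhibition of 50% or more, scaled per plate between neutral and stimulator controls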;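 further: 0% = DMSO wells given calcium and 100% = 1 mM EGTA wells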
PfG6PD inh – PfG6PD (Plasmodium falciparum) enzyme inhibition | PfGluPho enzyme, NADPH resazurin-diaphorase fluorescence | inhibition, % at 20 µM | 350,000 compounds, 0.78% hits | AID 504690;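 active means inhibition reaching at least a set limit at 20 µM in the primary screen, cut at about 59% in these data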;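 further: 0% = DMSO wells with substrate and 100% = DMSO wells lacking glucose-6-phosphate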
NR3A LBD binder – NR3A (human) ligand-binding domain modulation. Tm shift relative to glycine control, % at 25 µM. 340,000 compounds, 2.5% hits. NR3A LBD differential scanning fluorimetry, Tm shift; 0% = protein alone, 100% = glycine-bound protein;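 active means melting temperature shift of at least 10% of the positive control shift, at one fixed dose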
SENP6 inh – SENP6 protease inhibition; Q9GZR1; inhibition, % at 10 µM; Recombinant SENP6 catalytic domain, aminoluciferin luminescence; AID 2599; 330,000 compounds, 1.8% hits;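 active means inhibition above about 50% at the single tested dose, limit read from the data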;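 further: plate controls were DMSO wells with enzyme for no effect and DMSO wells lacking enzyme for full effect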
Target sequence (Q9GZR1 628-1112 limits assumed): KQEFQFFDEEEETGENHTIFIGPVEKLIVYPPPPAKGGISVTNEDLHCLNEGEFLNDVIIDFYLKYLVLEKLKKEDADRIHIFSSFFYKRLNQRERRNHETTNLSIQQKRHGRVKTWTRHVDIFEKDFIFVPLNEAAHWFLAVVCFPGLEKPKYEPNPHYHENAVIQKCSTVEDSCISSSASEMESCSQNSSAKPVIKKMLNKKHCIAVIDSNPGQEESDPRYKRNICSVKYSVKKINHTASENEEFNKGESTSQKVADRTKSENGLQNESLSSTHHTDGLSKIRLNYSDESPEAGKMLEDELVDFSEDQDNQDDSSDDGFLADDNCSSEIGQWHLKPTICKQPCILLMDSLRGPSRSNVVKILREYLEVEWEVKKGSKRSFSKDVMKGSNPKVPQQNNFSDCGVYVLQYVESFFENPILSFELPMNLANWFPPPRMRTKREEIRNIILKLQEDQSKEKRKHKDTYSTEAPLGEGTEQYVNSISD
SENP8 inh – SENP8 (human) protease inhibition. recombinant SENP8, Nedd8 substrate fluorescence. 360,000 compounds, 0.64% hits. inhibition, % at 20 µM. Q96LD8. AID 602440; in the data active means inhibition mostly above about 40%, no sharp cut-off; inactive means mostly below about 27%
Target sequence (Q96LD8 whole entry, looked up): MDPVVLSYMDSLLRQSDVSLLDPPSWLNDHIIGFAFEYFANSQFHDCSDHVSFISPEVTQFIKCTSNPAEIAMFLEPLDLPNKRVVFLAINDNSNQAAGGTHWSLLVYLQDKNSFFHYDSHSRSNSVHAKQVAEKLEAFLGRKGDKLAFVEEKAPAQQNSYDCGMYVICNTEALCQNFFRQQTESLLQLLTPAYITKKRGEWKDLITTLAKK
ATG4B inhibitor – ATG4B (human) cysteine protease inhibition | inhibition, % at 8.33 µM | ATG4B cleavage of LC3-PLA2, NBD-HPC fluorescence, 1 h | AID 504462 | 340,000 compounds, 0.51% hits | Q9Y4P1; in the data active means inhibition above about 40%
SENP1 FRET inh – blocks the human SENP1 SUMO protease catalytic domain. AID 624204. recombinant SENP1 catalytic domain, CyPet-SUMO1-YPet FRET cleavage. inhibition, % at 10 µM. 360,000 compounds, 0.21% hits. Q9P0U3;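 active means inhibition at least 30% at 10 µM, raw YFP signal under a set limit, fluorescence ratio 0.5 to 1.5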;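 further: 0% = enzyme with DMSO and 100% = no enzyme wells; some results filed as inactive read as strong as hits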
Target sequence (Q9P0U3 419-644 limits assumed): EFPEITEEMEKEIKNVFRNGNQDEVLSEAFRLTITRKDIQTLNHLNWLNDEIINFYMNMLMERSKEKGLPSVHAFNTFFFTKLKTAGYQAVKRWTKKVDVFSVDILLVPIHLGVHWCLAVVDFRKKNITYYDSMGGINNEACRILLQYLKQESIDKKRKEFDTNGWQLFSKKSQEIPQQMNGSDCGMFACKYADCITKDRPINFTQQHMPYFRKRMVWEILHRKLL
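Test system: recombinant human SENP1 catalytic domain, His6-tagged / Medium: pH 8 Tris buffer with EDTA, NaCl, BME, BSA, NP40, catalase / Also added: SUMO1 FRET substrate flanked by Cypet and Ypet, 25 nM / Times: 50 min reaction at room temperature / Signal: FRET, CFP and YFP emission / Control set: no-enzyme low control and enzyme-plus-DMSO high control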
hIAP activ – human IAP activation | purified human IAP, CDP-Star luminescence, 30 min; active compounds read high; 1 = vehicle-only enzyme, 0 = enzyme-free background | activation factor at 10 µM | 330,000 compounds, 0.16% hits | AID 2524;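 active means activation factor of the enzyme at least 2-fold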; further: the source names both 10 and 20 µM as test concentration; values of inactives mirror those of a sister screen read the other way
Starred values were filed as active, the others as inactive; i = inactive; x = not tested or not shown.

molecule	MPTP inh	PfG6PD inh	NR3A LBD binder	SENP6 inh	SENP8 inh	ATG4B inhibitor	SENP1 FRET inh	hIAP activ
CCN(CC)S(=O)(=O)c1cccc(C(=O)OCC(=O)N2CC(=O)Nc3ccccc32)c1	-3.0	1	0	8	-1	-15	2	1
O=C(CSc1nc(-c2ccccc2)cs1)Nc1nccs1	2.3	7	-7	-19	15	-6	-4	0.88
O=C(N/N=C/c1cccc([N+](=O)[O-])c1)c1cccs1	3.9	37	-14	18	10	11	-1	0.87
COc1ccccc1N1CCN(S(=O)(=O)c2ccc3c(c2)n(C)c(=O)n3C)CC1	-1.1	-4	3	-14	2	-9	2	0.99
CN(CC(=O)NNC(=O)CNC(=O)c1ccccc1Cl)S(=O)(=O)c1ccc(Cl)cc1	-1.4	-27	-2	-9	10	10	2	0.97
CC1N(C(=O)N2CCOCC2)CCN1S(=O)(=O)c1ccc(Cl)cc1 (configuration not stated)	-3.0	-1	1	-16	6	6	2	0.92
O=C(CNc1ccc(Br)cc1)Nc1ccc(S(=O)(=O)N2CCCCC2)cc1	6.4	23	x	x	9	x	-1	x
O=C1CC(c2cccc([N+](=O)[O-])c2)c2ccc3ccccc3c2N1 (configuration not stated)	7.4	21	-8	-15	12	-11	0	0.78
C[C@@H]1CN([C@H](C)CO)C(=O)CCCn2nncc2CO[C@H]1CN(C)Cc1ccc(O)cc1	-2.5	-1	x	x	6	x	2	x
COc1ccccc1CN(C)CC(=O)Nc1ccc(Cl)cc1F	2.7	-2	-1	-3	2	10	-3	1
Fc1cccc(NC(=S)NCC(c2cccnc2)N2CCOCC2)c1 (configuration not stated)	0.7	-11	0	-9	-6	29	0	1.1
Cc1[nH]oc(=O)c1N=Nc1ccccc1	8.2	-21	-4	-12	21	3	0	0.99
O=C(CSc1ccccc1)N/N=C/c1ccccc1O	-0.5	-4	-6	0	-19	-5	-6	1.7
Cc1nnsc1C(=O)Nc1ccc(Cl)cc1Cl	-1.4	7	-3	-17	24	-5	1	0.88
CC(C)NC(=O)Cn1c(SCC(=O)c2ccc(F)cc2)nc2ccccc21	-1.5	0	1	-20	14	-4	2	1
Cc1ccc(NC(=O)COC(=O)c2nn(C)cc2Cl)cc1	0.7	-7	0	-25	5	-3	1	1.1
CN1CCN(C(=O)CC2C(=O)NCCN2Cc2ccc(-c3ccccc3)cc2)CC1 (configuration not stated)	-0.8	9	0	-12	-17	11	-8	1.2
Cc1cc2oc(=O)cc(COC(=O)c3n[nH]c4ccccc34)c2cc1C	-1.3	-15	2	12	-46	2	1	1
COCCCn1c(C(=O)Nc2ccc3c(c2)OCO3)cc2c(=O)n3ccccc3nc21	-1.4	1	-1	-13	-293	-1	-22	0.67
Cc1ccccc1N1CC(c2nc3ccccc3[nH]2)CC1=O (configuration not stated)	-3.0	-5	1	1	7	-6	2	0.9
COc1ccc(NC(=O)CCCn2cnc3ccccc3c2=O)cc1	-0.2	14	-2	-2	27	7	-6	0.88
Cn1ccnc1SCC(=O)c1ccc2ccccc2c1	-0.7	14	1	-6	-4	-6	0	1
COc1ccc(CCNS(=O)(=O)CCNC(=O)c2ccc(OC)cc2)cc1	-0.1	5	2	-15	6	-6	3	1
CCC(C(=O)NC1CCCC1)N(C(=O)Cn1nnc(-c2ccc(OC)c(OC)c2)n1)C1CCCCC1 (configuration not stated)	-2.5	-1	0	-2	9	-3	1	0.98
COc1ccc(CCNC(=O)c2cc(S(=O)(=O)N3CCCCC3)ccc2Cl)cc1	0.2	-14	15*	0	-2	-3	2	0.89
CNc1nc(-c2cccs2)cc(C(F)(F)F)c1C#N	0.2	-7	2	-15	-410	-10	-34	1.2
CCOc1ccc(-c2noc(CCC(=O)NCCc3ccccc3)n2)cc1OC	0.0	-10	0	-15	7	1	2	1
COc1ccc(N/C=C(\C#N)c2nc3ccccc3n2C)c(OC)c1	1.8	13	-2	18	-27	-7	-37	0.94
Cc1cccc(-c2ccc3[nH]c4c(c3c2)CCN2C[C@@H]([C@H](C)O)[C@@H](N(C)C(=O)Nc3ccc(F)cc3)C[C@@H]42)c1	0.7	35	x	x	-113	x	-43	x
CN(C)CCN1C(=O)C(=O)/C(=C(/O)c2ccc(F)cc2)C1c1ccccc1 (configuration not stated)	-3.0	-9	-1	-8	30	-9	-2	1.1
CC(=O)c1sc(NC(=O)c2cccnc2Cl)nc1C	0.0	-4	-1	-11	12	8	2	1.1
COc1ccc(OC)c(S(=O)(=O)N2CCC(C(=O)N3CCN(Cc4ccccc4)CC3)CC2)c1	-1.0	-1	0	-12	12	-1	1	0.98
COc1ccc(C(=O)n2nc(C)c(Br)c2C)cc1OC	1.0	-7	2	16	-23	11	2	0.94
CCOc1ccc(/C=N/NS(=O)(=O)c2ccc(C)cc2)cc1OC	-0.9	3	-1	10	4	3	2	1.1
Cc1ccc(C(=O)Nc2nc(=O)n(C(=O)CC(C)C)s2)cc1	58*	-8	-18	-13	13	6	1	1.3
COCCNC(=O)CSc1nc2cc3c(cc2c(=O)n1CCCC(=O)NCCc1ccc(OC)c(OC)c1)OCO3	-1.1	2	-2	-12	16	2	0	0.94
COc1ccc(NC(=S)NC23CN4CN(CN(C4)C2)C3)cc1	-0.4	-8	-3	0	6	-5	-1	0.99
CCOC(=O)c1sc2cc([N+](=O)[O-])cc(SCC(=O)OC)c2c1N	-2.5	35	1	-10	23	-11	66*	0.85
Cc1cccc(OCC(=O)Nc2cccc(O)c2)c1	2.5	3	-26	16	3	-10	0	2.2*
CC1=Nc2ccc(C)c3nc(C)cc(c23)N1c1ccc(C)cc1	-0.1	-7	-2	-5	i	1	-18	1.1
OCCNc1nnc(-c2ccccc2)c(-c2ccccc2)n1	-0.8	20	1	6	12	4	0	1.1
O=C(NC(=S)N1CCCC1)c1ccccc1F	0.1	7	1	-3	-5	-12	-1	0.92
CCOC(=O)CCCCC(=O)c1[nH]c(=O)[nH]c1CN1CCOCC1	-0.6	-6	-2	-17	8	4	1	0.88
NC(=O)[C@@H]1CCCNc2c(I)cc([N+](=O)[O-])cc2C(=O)N[C@@H](CO)C(=O)N[C@@H](Cc2ccc(O)cc2)C(=O)N1	-0.5	2	-1	4	32	5	3	0.97
O=C(C1=C[C@@H](C2CCCCC2)C[C@@H](OCCCCO)O1)N1CCN(Cc2ccc3c(c2)OCO3)CC1	1.0	18	2	-1	15	-24	3	0.94
CN(CCCN1CCOCC1)Cc1nc(-c2ccccc2)no1	1.1	-16	-2	5	12	16	-1	0.98
O=c1[nH]c2cc([N+](=O)[O-])c([N+](=O)[O-])cc2[nH]c1=O	-0.1	-8	-1	5	30	-17	5	1.1
Cc1cccc(OCCCC(=O)NC2CCCCC2)c1	1.1	10	0	-9	13	-13	-4	0.95
CC(C)c1ccc(/C=C/c2ccc(=O)n(C)n2)cc1	0.8	9	-1	84*	-374	-6	2	1
CCOc1ccc(-c2nonc2NC(=O)c2ccco2)cc1	0.3	-8	0	7	3	-6	3	1
O=C(OC1CCOC1=O)c1ccc2ncsc2c1 (configuration not stated)	0.5	-5	2	2	8	-10	-6	1
COCCNC(=O)C(=O)Nc1cc2c3c(c1)CCC(=O)N3CCC2	-0.4	-5	2	-11	6	-2	3	0.98
CCCNC(=O)c1nn2c(C(F)(F)F)cc(-c3ccccc3)nc2c1Br	4.4	-12	-2	-2	-19	-1	-8	0.98
COCCN(C(=O)c1ccc(C)o1)c1c(N)n(CC(C)C)c(=O)[nH]c1=O	0.4	-1	-2	-25	-10	3	-3	0.88
CCOC(=O)C1CCN(C(c2ccc(OC)c(OC)c2)c2sc3nc(C)nn3c2O)CC1 (configuration not stated)	0.8	-4	-1	11	-2	3	4	1.1
COc1ccc(C2C(C(=O)c3sc(C)nc3C)=C(O)C(=O)N2CCN2CCOCC2)cc1 (configuration not stated)	0.1	-10	-3	x	12	4	-11	x
O=C(Nc1ccc(Oc2cccnc2)cc1)c1ccccc1F	0.2	21	1	13	18	1	0	0.9
COC(=O)c1scc(C)c1N/N=C(\C)c1cc(F)c(Cl)cc1F	-2.4	-9	-3	-10	-15	0	2	1
Cc1c(C(=O)NCCC2=CCCCC2)sc2ncnc(N3CCCCC3C)c12 (configuration not stated)	0.2	7	0	5	-29	-3	1	0.99
CC(=O)Nc1ccc(S(=O)(=O)Nc2ccc(S(=O)(=O)Nc3nc(C)cc(C)n3)cc2)cc1	-0.4	-11	-2	-15	10	1	-2	1.1

Reformatted with each value named: entries from further up.
CCOC(=O)c1sc2cc([N+](=O)[O-])cc(SCC(=O)OC)c2c1N
  MPTP inh: -2.5
  PfG6PD inh: 35
  NR3A LBD binder: 1
  SENP6 inh: -10
  SENP8 inh: 23
  ATG4B inhibitor: -11
  SENP1 FRET inh: 66*
  hIAP activ: 0.85
Cc1cccc(OCC(=O)Nc2cccc(O)c2)c1
  MPTP inh: 2.5
  PfG6PD inh: 3
  NR3A LBD binder: -26
  SENP6 inh: 16
  SENP8 inh: 3
  ATG4B inhibitor: -10
  SENP1 FRET inh: 0
  hIAP activ: 2.2*
CC1=Nc2ccc(C)c3nc(C)cc(c23)N1c1ccc(C)cc1
  MPTP inh: -0.1
  PfG6PD inh: -7
  NR3A LBD binder: -2
  SENP6 inh: -5
  SENP8 inh: i
  ATG4B inhibitor: 1
  SENP1 FRET inh: -18
  hIAP activ: 1.1
OCCNc1nnc(-c2ccccc2)c(-c2ccccc2)n1
  MPTP inh: -0.8
  PfG6PD inh: 20
  NR3A LBD binder: 1
  SENP6 inh: 6
  SENP8 inh: 12
  ATG4B inhibitor: 4
  SENP1 FRET inh: 0
  hIAP activ: 1.1

Taken from above:
SENP6 inh, `CC(=O)c1sc(NC(=O)c2cccnc2Cl)nc1C` : -11
SENP1 FRET inh, `CC(C)c1ccc(/C=C/c2ccc(=O)n(C)n2)cc1` : 2
SENP6 inh, `CN(CCCN1CCOCC1)Cc1nc(-c2ccccc2)no1` : 5
SENP6 inh, `O=C(Nc1ccc(Oc2cccnc2)cc1)c1ccccc1F` : 13
NR3A LBD binder, `Cc1c(C(=O)NCCC2=CCCCC2)sc2ncnc(N3CCCCC3C)c12` (configuration not stated) : 0
ATG4B inhibitor, `COCCN(C(=O)c1ccc(C)o1)c1c(N)n(CC(C)C)c(=O)[nH]c1=O` : 3
MPTP inh, `COc1ccc(C2C(C(=O)c3sc(C)nc3C)=C(O)C(=O)N2CCN2CCOCC2)cc1` (configuration not stated) : 0.1

Some entries already given, showing only MPTP inh:
| Structure | MPTP inh |
| --- | --- |
| Cc1ccc(C(=O)Nc2nc(=O)n(C(=O)CC(C)C)s2)cc1 | 58* |
| COCCNC(=O)CSc1nc2cc3c(cc2c(=O)n1CCCC(=O)NCCc1ccc(OC)c(OC)c1)OCO3 | -1.1 |
